Bioassay records as filed in PubChem BioAssay.
p53 reactivation: qHTS assay for re-activators of p53 using a Luc reporter; H1299 p53-A138V BP100-luciferase reporter, luminescence, 24 h; Potency, µM (titrated, usually from 92.2 µM), inactives show at the highest dose activity change, positive = activation, most hits filed as activators; actives 0.063% (n = 320,000); AID 504706, 2011; further: potency means the concentration at half of the fitted maximal effect; % of control where 0% means no effect; nearly all actives have a fitted effect of over 45% in size
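H1299 (p53-null), stable ts p53-A138V + BP100-Luc; 1000 cells/well, Opti-MEM/10% FBS; cpd 4 pt, 1:5; 24 h, 37 deg C, 5% CO2; detection reagent 10 min RT; luminescence.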
USP2a inh: qHTS Assay for Inhibitors of Ubiquitin-specific Protease USP2a Using CHOP2 as the Reporter | USP2 core, Ub-CHOP2 coupled fluorogenic reporter, 485/531 | Potency, µM (top dose mostly 38.3 µM), for the others: at the top dose activity change, negative = inhibition, hits mostly inhibitors | Ubiquitin carboxyl-terminal hydrolase 2 (Homo sapiens), O75604 | actives 0.01% (n = 330,000);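 further: potency means the concentration at half of the fitted maximal effect; plate controls were DMSO wells for no effect and full inhibition by NEM control for full effect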
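Cell-free coupled assay: 10nM USP2 core preincubated 30min RT with compound in Tris-HCl pH 8.0/CaCl2/CHAPS buffer, then 25nM Ub-CHOP2 and 25nM reporter substrate; fluorescence (Ex 485/Em 531) read after 60min RT, normalized to NEM inhibition, concentration-response curves fitted.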
S-ASM inh: Inhibitors of Secretory Acid Sphingomyelinase (S-ASM): qHTS | actives 0.006% (n = 340,000) | Potency, µM (titrated, usually from 57.5 µM), for inactives: at the top dose activity change, negative = inhibition, usual class: inhibitors | AID 504937, 2011 | placental ASM, HMU-PC fluorogenic substrate, 60 min; further: potency means the concentration at half of the fitted maximal effect
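Fluorescence read-out (Ex 386 nm, Em 447 nm) after stopping the reaction at pH 10. Enzyme: ASM from human placenta; substrate HMU-PC0, 9 uM final; 60 min, 37 °C. Compound preincubation 10 min, ambient temperature.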
ELG1 genotoxic: qHTS screen for small molecules that induce genotoxicity in human embryonic kidney (HEK293T) cells expressing luciferase-tagged ELG1. HEK293T ELG1-luciferase reporter, luminescence, 16 h. Potency, µM (titrated, usually from 46 µM), inactives show at the highest dose activity change, positive = activation, actives largely listed as activators. actives 1.3% (n = 330,000); further: potency means the concentration at half of the fitted maximal effect; % of control where 0% means no effect; nearly all actives have a fitted effect of over 60% in size
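Step 1: seed 2,000 HEK293T ELG1-luciferase cells per well. Step 2: add compound or DMSO, incubate 16 hr at 37 °C. Step 3: ONE-Glo, 30 min at room temperature, read luminescence.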
Integrin act MD: qHTS for Activators of Integrin-Mediated Alleviation for Muscular Dystrophy; alpha7betagal myoblasts, beta-gal FDG fluorescence, 48 h; Potency, µM (series often up to 38.3 µM), without a hit: top-dose activation, hits mostly activators; actives 0.064% (n = 350,000); AID 624291, 2012;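 further: potency means the concentration at half of the fitted maximal effect; 100% = response of the positive control SU9516; nearly all actives have a fitted effect of over 60% in size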
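alpha7betagal+/- myoblasts (passage 13, 250/well) treated 48 h at 37C with compounds at 1:260 dilution of DMSO stock. Lysed, then beta-galactosidase activity read as FDG fluorescence (ex 480/em 540) after 30 min, with pre-read for autofluorescence.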
PTAP TSG101 blk: qHTS Assay for Iinhibitors of HIV-1 Budding by Blocking the Interaction of PTAP/TSG101; Fluorescence polarization, FITC-PTAP peptide / Tsg101 binding; 340,000 tested, under 10 active; Potency, µM (series often up to 115 µM), inactives show top-dose activity change, negative = inhibition, usual class: inhibitors; Tumor susceptibility gene 101 protein (Homo sapiens), Q99816; active means well fitted inhibition curve with a large enough effect in the main read-out, with a control signal flat, not every such curve was filed as active; inconclusive means small, poorly fitted or top-dose-only effect, or effect the other way, or a change in a side signal; inactive means no such curve, though single readings can be large or run the other way; further: potency means the concentration at half of the fitted maximal effect; % of control where 0% means no effect
Target sequence (Q99816 whole entry, looked up): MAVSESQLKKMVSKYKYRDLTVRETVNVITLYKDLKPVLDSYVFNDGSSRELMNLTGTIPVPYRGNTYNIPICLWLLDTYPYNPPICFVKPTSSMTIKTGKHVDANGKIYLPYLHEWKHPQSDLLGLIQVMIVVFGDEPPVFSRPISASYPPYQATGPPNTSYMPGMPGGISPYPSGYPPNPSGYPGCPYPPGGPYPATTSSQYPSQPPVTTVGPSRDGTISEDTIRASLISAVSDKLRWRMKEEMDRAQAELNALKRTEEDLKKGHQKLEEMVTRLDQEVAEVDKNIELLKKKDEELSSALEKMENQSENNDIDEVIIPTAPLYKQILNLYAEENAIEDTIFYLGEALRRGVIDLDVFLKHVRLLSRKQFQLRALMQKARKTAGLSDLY
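Fluorescence polarization binding of Tsg101 binding domain (10 uM final) to FITC-labeled PTAP peptide (50 nM final) in HEPES pH 7.5 buffer with NaCl, Tween 20, EDTA, TCEP. Compounds added before peptide; binding 20 min at RT.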
TRPV1 ag: HTS Assay for Compounds that Act as Agonists of the Vanilloid Receptor 1. activation, % at 8.33 µM. TRPV1-expressing cells, Fluo-8 calcium influx, agonist mode. actives 0.19% (n = 320,000). Transient receptor potential cation channel subfamily V member 1 (Homo sapiens), Q8NER1; in the data active means activation above about 80%; inconclusive means between about 30% and that limit; further: 0% is about no effect
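TRPV1-expressing cells were cultured overnight at 35.5C and loaded with Fluo-8 calcium dye for 40 to 90 min at room temperature. After a 10 s baseline, compound was added and calcium influx was read kinetically for 3 min (ex 480/em 520 nm).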
Eya2 phos inh: qHTS Assay for Inhibitors of the Phosphatase Activity of Eya2 | Protein phosphatase EYA2 (Homo sapiens), O00167 | recombinant Eya2, OMFP fluorescence dephosphorylation (OMFP is methylfluorescein phosphate) | Potency, µM (doses to about 76.9 µM), for inactives: at the top dose activity, negative = inhibition, most hits filed as inhibitors | actives 0.006% (n = 330,000); further: potency means the concentration at half of the fitted maximal effect; on the % scale 0 is the no-effect control and ±100 the full control effect
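Eya2 (0.2 uM) preincubated 10 min at ambient with compound, then OMFP substrate added at 50 uM; 10 min reaction in 50 mM HEPES pH 7.5, 50 mM NaCl, 5 uM MgCl2, 0.05% BSA, 1 mM DTT. Fluorescence read at Ex 485/Em 525 nm.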
B2AR arrestin: qHTS assay of beta-arrestin-biased ligands of beta2-adrenergic receptor. Beta-2 adrenergic receptor (Homo sapiens), P07550. beta-arrestin recruitment to beta2AR, cell-based reporter. Potency, µM (highest dose often 46.1 µM), for inactives: top-dose activation, usual class: activators. actives 0.02% (n = 330,000). AID 492947, 2010;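 further: potency means the concentration at half of the fitted maximal effect; 0% = DMSO controls and full agonism = EC100 isoproterenol or metaproterenol; nearly all actives have a fitted effect of over 65% in size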
Target sequence (P07550 whole entry, looked up): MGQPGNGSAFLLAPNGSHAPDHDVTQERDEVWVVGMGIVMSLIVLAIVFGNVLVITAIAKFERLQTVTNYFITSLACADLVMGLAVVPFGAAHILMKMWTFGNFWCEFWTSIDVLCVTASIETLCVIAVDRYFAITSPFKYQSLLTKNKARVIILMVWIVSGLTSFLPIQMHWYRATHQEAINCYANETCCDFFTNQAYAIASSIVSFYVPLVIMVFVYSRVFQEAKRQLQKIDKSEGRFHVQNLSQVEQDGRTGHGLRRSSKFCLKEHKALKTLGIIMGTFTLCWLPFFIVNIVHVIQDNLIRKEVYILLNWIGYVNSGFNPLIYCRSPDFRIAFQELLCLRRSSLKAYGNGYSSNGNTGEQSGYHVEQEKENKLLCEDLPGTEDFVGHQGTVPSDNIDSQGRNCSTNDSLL
BRCA1 expr up: qHTS Assay to Identify Small Molecule Activators of BRCA1 Expression; MCF7-BRCA1-FFLuc reporter, luminescence, 48 h; response scale: scaled: vehicle 0%, 10 µM genistein 100%; Potency, µM (series often up to 46.1 µM), for the others: at the top dose activation, most hits filed as activators; actives 1.1% (n = 380,000); further: potency means the concentration at half of the fitted maximal effect; nearly all actives have a fitted effect of over 80% in size; some results filed as inactive show a strong effect at the top dose
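Compounds are tested at multiple concentrations on MCF7 BRCA1-luciferase reporter cells seeded at 2000 per well; after 48 h, a single luminescence end-point is taken and curves fitted to the normalized data.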
uPA generation: qHTS for Inhibitors of Cell Surface uPA Generation. cell surface uPA generation assay, qHTS. Potency, µM (series often up to 38.3 µM), inactives show at the highest dose activity change, negative = inhibition, hits mostly inhibitors. actives 0.31% (n = 330,000). AID 540303, 2011; active means well fitted inhibition curve with a large enough effect; inconclusive means small, poorly fitted or top-dose-only effect; inactive means no such curve, though single readings can be large or run the other way; tested in mouse RAW 264.7 cells; further: potency means the concentration at half of the fitted maximal effect; on the % scale 0 is the no-effect control and ±100 the full control effect; nearly all actives have a fitted effect of over 55% in size
* = called active by the depositor; u = inconclusive; x = no result given; [ ] = another dose, or the depositor's remark. Unless noted, the call rests on the fitted dose curve; in most records, active means well fitted curve in the direction sought with a large enough effect; inconclusive means small, poorly fitted or top-dose-only effect, or another doubt; inactive means no such curve, though single readings can be large; an effect the other way counts as inactive or inconclusive.

# | SMILES | p53 reactivation | USP2a inh | S-ASM inh | ELG1 genotoxic | Integrin act MD | PTAP TSG101 blk
1 | Cc1nc(SCC(=O)N(CC(C)C)C2CCS(=O)(=O)C2)c(C#N)c(C)c1C (stereo not drawn) | -9% | 0% | 0% | 3% | -13% | -2%
2 | CN(C(=O)/C(N=Nc1cccc(C(F)(F)F)c1)=C(\O)C(F)(F)F)c1ccccc1 | -8% | 1% | -19% | -29% | 2% | -9%
3 | COc1ccc(NC(=O)CN(C)C(=O)Cc2n[nH]c(=O)c3ccccc23)cc1 | 3% | 1% | 5% | 0% | 18% | -6%
4 | Cc1ccc(C)n1-n1c(C)nc2scc(-c3cccs3)c2c1=O | 0% | 0% | 0% | -1% | -5% | 0%
5 | FC(F)(F)c1cccc(Nc2cc(-c3ccccc3)nc3ncnn23)c1 | 0% | 1% | -1% | 1% | 0% | 0%
6 | NS(=O)(=O)c1ccc(CCNC(=O)c2ccccc2OCc2ccc(F)cc2)cc1 | -10% | -2% | 0% | -2% | -9% | -6%
7 | COCCCNC(=O)C(C#N)c1nc2ccccc2nc1N1CCN(Cc2ccccc2)CC1 (stereo not drawn) | -6% | u | -9% | -8% | 24% | -9%
8 | O=C(Nc1ccccc1-c1nnn(CC(=O)N2CCN(c3ccccc3)CC2)n1)c1cccs1 | -5% | -3% | -2% | -12% | u | -15%

# | TRPV1 ag | Eya2 phos inh | B2AR arrestin | BRCA1 expr up | uPA generation
1 | 1 | -27% | -0.4% | 2% | 3%
2 | 0 | -30% | 0.3% | -20% | x
3 | 2 | -32% | -0.1% | -12% | 0%
4 | u | 6% | -1.0% | -25% | -1%
5 | 3 | -3% | -0.9% | 1% | 3%
6 | 8 | -8% | 0.1% | -19% | -1%
7 | 6 | 22% | -0.7% | -46% | 1%
8 | 2 | 14% | -0.8% | -11% | 1%

The results go on.
# | SMILES | p53 reactivation | USP2a inh | S-ASM inh | ELG1 genotoxic | Integrin act MD | PTAP TSG101 blk
9 | CC1CN(C(=O)c2cc3cc(Br)ccc3[nH]2)CC(C)O1 (stereo not drawn) | -11% | 0% | -2% | -1% | 22% | -4%
10 | Cc1cccc(N2CCN(C(=O)c3cccc(N4CCCC4=O)c3)C(C)C2)c1 (stereo not drawn) | 22% | 5% | -3% | -3% | u | -6%
11 | CCC1Sc2ccc(S(=O)(=O)CCC(=O)Nc3ccc(OC(F)(F)F)cc3)cc2NC1=O (stereo not drawn) | 5% | 1% | -17% | -2%[9.26 µM] | -12% | 1%
12 | CN(C)c1ccc(C2C3=C(CCCC3=O)OC3=C2C(=O)CCC3)cc1 | 4% | 1% | -3% | 1% | 10% | -2%
13 | COc1cccc(C(=O)NC2CCCN(C3Cc4ccccc4C3)C2)c1OC (stereo not drawn) | -12% | -6% | -1% | -2% | 7% | -8%
14 | CC(C)NC(=O)C(C)N1CCN(S(=O)(=O)c2ccc3ccccc3c2)CC1 (stereo not drawn) | 0% | 3% | 22% | 0% | -1% | -3%
15 | O=C(C1CCCN(Cc2ccccc2[N+](=O)[O-])C1)N1CCCCC1 (stereo not drawn) | -1% | 4% | -5% | -1% | 5% | -3%
16 | Cc1ccc(C2(c3noc(CN(C)CC4COCCO4)n3)CCCC2)cc1 (stereo not drawn) | 0% | -6% | 2% | -4% | -19% | 0%

# | TRPV1 ag | Eya2 phos inh | B2AR arrestin | BRCA1 expr up | uPA generation
9 | 14 | 12% | -0.1% | -34% | 5%
10 | 3 | -6% | 0.5% | -45% | u
11 | 3 | -5% | -0.6% | -48% | -5%
12 | 8 | -34% | -0.6% | -27% | 6%
13 | 21 | -3% | -0.1% | 0% | 1%
14 | 0 | 6% | 0.2% | -7% | -2%
15 | 5 | 7% | -0.7% | 0% | -4%
16 | -6 | u | -0.3% | 7% | -1%

Some of the entries so far, in transposed form.
13: COc1cccc(C(=O)NC2CCCN(C3Cc4ccccc4C3)C2)c1OC (stereo not drawn)
12: CN(C)c1ccc(C2C3=C(CCCC3=O)OC3=C2C(=O)CCC3)cc1
10: Cc1cccc(N2CCN(C(=O)c3cccc(N4CCCC4=O)c3)C(C)C2)c1 (stereo not drawn)

assay / compound	13	12	10
p53 reactivation	-12%	4%	22%
USP2a inh	-6%	1%	5%
S-ASM inh	-1%	-3%	-3%
ELG1 genotoxic	-2%	1%	-3%
Integrin act MD	7%	10%	u
PTAP TSG101 blk	-8%	-2%	-6%
TRPV1 ag	21	8	3
Eya2 phos inh	-3%	-34%	-6%
B2AR arrestin	-0.1%	-0.6%	0.5%
BRCA1 expr up	0%	-27%	-45%
uPA generation	1%	6%	u

Following part:
# | SMILES | p53 reactivation | USP2a inh | S-ASM inh | ELG1 genotoxic | Integrin act MD | PTAP TSG101 blk
17 | Cc1cc(NC(=O)C(C)C)ncc1NC(=O)c1ccccn1 | 5% | 0% | 2% | u | 13% | -6%
18 | COc1cccc(N2C(=O)C3CC=C(Cl)CC3C2=O)c1 (stereo not drawn) | -9% | 2% | 3% | 0% | 6%[7.66 µM] | -9%
19 | CCS(=O)(=O)c1ccc2oc(SCC(=O)NCCC3=CCCCC3)nc2c1 | 13% | 1% | -1% | -5% | -37% | 0%
20 | CC(OC(=O)Cn1c(C(F)(F)F)nc2ccccc21)C(N)=O (stereo not drawn) | -2% | 0% | 2% | 1% | 18% | 2%
21 | CN(C)S(=O)(=O)c1cccc(NC(=O)COC(=O)CCc2nc3ccccc3s2)c1 | 3% | 2% | -4% | 3% | 0% | -10%
22 | O=C(NCCc1ccccc1)c1ccc2c(c1)S(=O)(=O)c1cc(Cl)ccc1C2=O | 1% | 0% | -6% | -4% | 7% | -1%
23 | COc1ccc(CCNC(=O)/C(=C/c2cccnc2)NC(=O)c2ccccc2)cc1OC | -1% | -3% | 6% | -2% | 0% | 1%
24 | O=C(C1=C[C@H](C2CCCCC2)C[C@H](OCc2ccc(CO)cc2)O1)N1CCN(Cc2ccccc2)CC1 | -1% | -10% | -1% | -2% | -30% | 0%

# | TRPV1 ag | Eya2 phos inh | B2AR arrestin | BRCA1 expr up | uPA generation
17 | -6 | 3% | -0.3% | 57% | 8%
18 | 1 | 5% | -0.3% | 3% | x
19 | 6 | -27% | -0.5% | -30% | -4%
20 | 5 | 21% | -1.2% | 0% | 0%
21 | -1 | 5% | 0.3% | -10% | 10%
22 | 0 | 7% | -0.3% | -26% | u
23 | 0 | -4% | 0.1% | 15% | -1%
24 | u | -15% | -0.1% | 0% | u

Remaining list, next part
# | SMILES | p53 reactivation | USP2a inh | S-ASM inh | ELG1 genotoxic | Integrin act MD | PTAP TSG101 blk
25 | O=[N+]([O-])c1c(NCCCO)cc(Sc2ccc(Cl)cc2)c2nonc12 | -39%[inhibitor] | 3% | -13% | -1% | -59%[inhibitor] | -1%
26 | CCCCN(C(=O)c1cc(CN2C(=O)c3ccccc3C2=O)ccc1OC)c1c(N)n(CC(C)C)c(=O)[nH]c1=O | x | x | 2% | x | -9% | 0%
27 | Nc1ccnn1Cc1cccs1 | -8% | 3% | 5% | 1% | 2% | -3%
28 | COc1ccc(F)cc1S(=O)(=O)Nc1ccc2c(c1)OCO2 | -5% | 1% | 31% | -1% | 20% | -5%
29 | CN(C)S(=O)(=O)c1ccc(Cl)c(C(=O)Nc2cccc([N+](=O)[O-])c2)c1 | 1% | 3% | -2% | -7% | -23% | -1%
30 | CCc1nnc(NC(=O)CSc2nnc3ncccn23)s1 | -2% | 2% | -1% | -4% | 9% | -13%
31 | COc1ccc(/C=C/C(=O)c2cc(Br)ccc2O)cc1OC | -4% | 2% | -8% | -8% | 6% | -6%

# | TRPV1 ag | Eya2 phos inh | B2AR arrestin | BRCA1 expr up | uPA generation
25 | -4 | -6% | -0.6% | -93%[inhibitor] | u
26 | x | x | x | -26% | 6%
27 | -2 | 11% | 0.3% | -2% | -4%
28 | 2 | -2% | -0.2% | -2% | -5%
29 | 8 | -17% | -0.5% | -12% | -25%
30 | -4 | 8% | -1.0% | 0% | x
31 | 2 | -5% | 0.0% | 2% | u
